Compound activity as filed in PubChem.
Vif-APOBEC3F blk: Vif-A3F binding inhibition. HeLa A3F-eYFP + Vif (tagged APOBEC3F with the HIV-1 protein that degrades it), YFP fluorescence increase. Potency, µM (highest dose often 46.1 µM), without a hit: top-dose activity, negative = active. actives 0.2% (n = 390,000). AID 602313; further: % of control where 0% means no effect; nearly all actives have a fitted effect of over 65% in size
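HeLa cells stably expressing Vif plus C-terminally eYFP-tagged A3F were seeded, incubated overnight at 37 deg C, dosed with compound, incubated overnight again at 37 deg C. Yellow fluorescence (Ex 488/Em 500-530) reported blocked Vif-mediated A3F-eYFP degradation.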
ALOX12 inh: inhibitors of human 12S-lipoxygenase ALOX12; AID 1671190; P18054; Potency, µM (top dose mostly 108 µM), for the others: at the highest dose activity change, negative = inhibition, hits mostly inhibitors; purified 12hLO, xylenol orange hydroperoxide absorbance; actives 1.1% (n = 580,000); further: on the % scale 0 is the no-effect control and ±100 the full control effect
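Hydroperoxide product was detected by ferrous iron/xylenol orange as the 573 to 405 nm absorbance ratio. Arachidonic acid at 40 uM (final) was turned over for 30 min at room temperature by 150 nM human 12hLO, pH 7.0 Hepes buffer, after 15 min compound preincubation.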
RXFP1 agonist: RXFP1 (human) receptor agonism | AID 2676 | actives 0.3% (n = 370,000) | Q9HBX9 | Potency, µM (titrated, usually from 57.5 µM), for inactives: at the highest dose activation, most hits filed as activators | HEK293T-RXFP1 cAMP TR-FRET, 30 min; response scale: percent of porcine relaxin response, buffer zero; further: on the % scale 0 is the no-effect control and ±100 the full control effect; nearly all actives have a fitted effect of over 60% in size; many of its hits are not listed in these tables
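HEK293 cells stably expressing RXFP1, treated 30 min at 37C with compounds plus PDE4 inhibitor Ro 20174; cAMP measured by HTRF TR-FRET. Normalized to buffer and 29 nM porcine relaxin; EC50 by Hill fit.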
USP1-UAF1 inh: blocks the human USP1/UAF1 deubiquitinase complex. Potency, µM (top dose mostly 57.1 µM), without a hit: at the highest dose activity change, negative = inhibition, usual class: inhibitors. recombinant USP1/UAF1, Ub-Rhodamine cleavage fluorescence. AID 743255. O94782. actives 0.23% (n = 390,000); further: on the % scale 0 is the no-effect control and ±100 the full control effect; nearly all actives have a fitted effect of over 60% in size; inactives centre near -12
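In this screen, compounds sit with the deubiquitinase complex (1nM) for 15 min at room temperature before Ub-Rho is added at 150nM final. Fluorescence rise is then followed for 6 reads every 60 seconds.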
rTrxR1 inhibitor: inhibitors of rat thioredoxin reductase 1. recombinant rTrxR1, NADPH fluorescence consumption, selenite substrate. O89049. AID 588453. Potency, µM (highest dose often 114 µM), for the others: at the highest dose activity change, negative = inhibition, hits mostly inhibitors. actives 1% (n = 390,000); further: on the % scale 0 is the no-effect control and ±100 the full control effect; nearly all actives have a fitted effect of over 65% in size
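Rat TrxR1 (90 nM in the dispensed reagent) was pre-reduced with 400 uM NADPH for 5 min at room temperature, then incubated with compound for 15 min. After 400 uM selenite was added, NADPH fluorescence (Ex 340/Em 450 nm) was followed for 8 min.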
TrxR1 substrate: is turned over as a substrate by rat TrxR1; O89049; purified TrxR1 substrate turnover, NADPH consumption readout; Potency, µM (doses to about 114 µM), for inactives: at the highest dose activity change, negative = substrate turnover; actives 0.01% (n = 390,000); AID 588456; further: on the % scale 0 is the no-effect control and ±100 the full control effect; nearly all actives have a fitted effect of over 50% in size
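Rat TrxR1, dispensed at 90 nM, was prereduced with 400 uM NADPH (final) for 5 min at ~22 deg C, then incubated with compound 15 min before 400 uM selenite. A first-read NADPH fluorescence drop versus no-compound background flagged substrates.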
Vif-APOBEC3G blk: blocks the Vif interaction with human APOBEC3G. HeLa A3G-eYFP + Vif (tagged APOBEC3G with the HIV-1 protein that degrades it), YFP fluorescence, overnight. AID 602310. Potency, µM (highest dose often 46.1 µM), inactives show top-dose activity, negative = active, most hits filed as inhibitors. actives 0.076% (n = 410,000);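 further: on the % scale 0 is the no-effect control and ±100 the full control effect; nearly all actives have a fitted effect of over 60% in size; hits raise eYFP signal because A3G escapes Vif-driven loss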
Target sequence (Q9HC16 whole entry, looked up): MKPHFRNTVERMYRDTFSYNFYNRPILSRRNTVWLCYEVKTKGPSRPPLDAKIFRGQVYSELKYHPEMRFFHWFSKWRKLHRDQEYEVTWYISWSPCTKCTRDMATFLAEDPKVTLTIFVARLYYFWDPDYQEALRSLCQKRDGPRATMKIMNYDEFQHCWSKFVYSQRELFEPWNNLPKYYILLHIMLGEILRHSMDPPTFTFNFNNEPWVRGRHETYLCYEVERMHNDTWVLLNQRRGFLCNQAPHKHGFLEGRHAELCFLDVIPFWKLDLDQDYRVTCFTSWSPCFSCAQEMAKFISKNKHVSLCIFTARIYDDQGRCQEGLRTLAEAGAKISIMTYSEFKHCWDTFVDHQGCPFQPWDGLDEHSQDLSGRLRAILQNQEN
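Read-out is eYFP fluorescence (Ex 488/Em 500-530) from Vif-expressing HeLa A3G-eYFP cells; more signal means A3G escaped Vif-mediated degradation. Cells plated overnight, compound pinned in, incubated overnight at 37 deg C.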
RGS4 inhibitor: human RGS4 inhibition | Transcreener GDP fluorescence polarization, RGS4-accelerated GTP hydrolysis | actives 0.039% (n = 390,000) | P49798 | AID 504845 | Potency, µM (highest dose often 114 µM), inactives show top-dose activity change, negative = inhibition, hits mostly inhibitors; further: on the % scale 0 is the no-effect control and ±100 the full control effect; nearly all actives have a fitted effect of over 75% in size; some results filed as inactive show a strong effect at the top dose
Target sequence (P49798 whole entry, looked up): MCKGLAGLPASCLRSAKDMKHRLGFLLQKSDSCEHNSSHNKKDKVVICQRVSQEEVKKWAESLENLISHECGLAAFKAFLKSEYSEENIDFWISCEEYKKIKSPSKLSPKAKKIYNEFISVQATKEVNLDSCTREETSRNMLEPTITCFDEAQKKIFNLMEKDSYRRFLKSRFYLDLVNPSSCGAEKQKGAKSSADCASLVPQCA
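MLSMR compounds (23 nl, pin-transferred) preincubated 10 min at room temperature with a 500nM (2x) first reagent, then RGS4 at 900nM (2x) plus Transcreener GDP mix added; fluorescence polarization (620/688 nm) read before and after 90 min at 30 °C.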
IDH1 R132H inh: inhibitors of human mutant IDH1 R132H; O75874; IDH1-R132H enzyme, NADPH consumption, diaphorase/resazurin fluorescence; Potency, µM (doses to about 76.6 µM), inactives show top-dose activity change, negative = inhibition, actives largely listed as inhibitors; actives 0.093% (n = 390,000); AID 602179; further: on the % scale 0 is the no-effect control and ±100 the full control effect; nearly all actives have a fitted effect of over 65% in size
Target sequence (O75874 whole entry R132H, stated change not applied): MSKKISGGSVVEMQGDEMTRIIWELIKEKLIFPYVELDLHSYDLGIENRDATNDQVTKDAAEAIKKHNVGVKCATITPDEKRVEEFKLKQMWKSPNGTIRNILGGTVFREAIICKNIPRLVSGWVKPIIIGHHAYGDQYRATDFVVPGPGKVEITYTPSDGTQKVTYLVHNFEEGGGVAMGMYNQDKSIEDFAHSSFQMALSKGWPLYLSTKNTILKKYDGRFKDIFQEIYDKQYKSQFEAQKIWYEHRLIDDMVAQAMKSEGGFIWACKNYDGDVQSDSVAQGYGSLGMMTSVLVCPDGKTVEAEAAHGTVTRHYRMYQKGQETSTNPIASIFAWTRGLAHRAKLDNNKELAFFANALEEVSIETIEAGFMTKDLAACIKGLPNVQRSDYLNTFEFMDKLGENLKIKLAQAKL
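IDH1-R132H (0.5 ug/mL) preincubated 30 min with compound, then NADPH (0.016 mM) and alpha-KG (2 mM) added; 80 min at RT, pH 7.5. Remaining NADPH coupled via diaphorase/resazurin to fluorescence (540/590 nm); concentration-response curves normalized to no-enzyme control.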
Numbers without * were called inactive; ? = inconclusive; · = not tested or not shown; & = joins results of further samples; [ ] = remark or other dose. The call rests on the fitted dose curve; in most records, active means well fitted curve in the direction sought with a large enough effect; inconclusive means small, poorly fitted or top-dose-only effect, or another doubt; inactive means no such curve, though single readings can be large; an effect the other way counts as inactive or inconclusive. Potency means the concentration at half of the fitted maximal effect. The list is partial. The share of hits here may be higher or lower than overall.

Values run as follows: Vif-APOBEC3F blk | ALOX12 inh | RXFP1 agonist | USP1-UAF1 inh | rTrxR1 inhibitor | TrxR1 substrate | Vif-APOBEC3G blk | RGS4 inhibitor | IDH1 R132H inh
> N#Cc1cnn2cc(-c3ncc(C(F)(F)F)cc3Cl)cnc12
  -9.6% | 0.0% | 3.6% | 5.1% | 17.8% | 16.5% | 0.7% | 9.6% | 1.4%
> CCC1(C)CC(c2csc(N)n2)CCO1 (stereo not given)
  3.7% | -4.2% | 3.5% | -1.2% | 1.8% | 5.9%[57.1 µM] | 2.3% | 34.4% | 16.2%
> CC(=O)Oc1ccc(S(=O)(=O)c2ccc(OC(C)=O)cc2)cc1
  4.8% | 3.0% | 0.3% | -11.7% | 14.4%[57.1 µM] | -1.0%[57.1 µM] | -0.7% | -17.2% | ?
> O=C(c1cc(=O)[nH]c2ccccc12)N1CCN(S(=O)(=O)c2ccc3ccccc3c2)CC1
  4.5% | 22.4% | 1.8% | 3.6% | -10.6% | -0.4% | -6.4% | -9.1% | 6.5%
> N#Cc1nc(/C=C/c2ccc(F)cc2)oc1N1CCCCCC1
  1.0% | ? | 14.7% | -13.9% | 52.0%[activator] | 337.5%[activator] | 8.0% | 27.7% | -2.9%
> CCOC(=O)C1(CC)Oc2ccccc2C(c2ccc(OC)cc2)=C1C(=O)OC (stereo not given)
  0.0% | 20.9% | · | -30.4% | 16.9% | 1.2% | -1.6% | -2.0% | 16.2%
> O=C(COC(=O)c1ccc(O)cc1)Nc1cc(S(=O)(=O)N2CCOCC2)ccc1N1CCOCC1
  -2.9% | 30.6%[activator] | · | -11.8% | 4.0% | -4.7% | 0.3% | 12.4% | -1.4%
> CCOC(=O)c1sc(N)nc1C(C)C
  -2.1% | 5.9% | -1.8% | -17.7% | 17.9%[57.1 µM] | 9.3%[57.1 µM] | -0.8% | -46.7% | 1.8%
> CC(OC(=O)CCc1nc2ccccc2c(=O)[nH]1)C(=O)NCc1ccc2c(c1)OCO2 (stereo not given)
  -1.1% | -17.9% | 0.7% | -12.7% | 36.4% | 10.5% | -2.8% | 7.7% | 8.0%
> COc1ccc(-c2ccc(S(=O)(=O)NCC3CCCO3)cc2)cc1 (stereo not given)
  -2.4% | · | -2.5% | -9.3% | 3.2%[57.1 µM] | 14.4%[57.1 µM] | 0.0% | 12.0% | 1.6%
> COc1ccc(C2c3c(ncn(Cc4ccco4)c3=N)Oc3ccc4ccccc4c32)cc1 (stereo not given)
  -16.4% | ? | 2.9% | -18.7% | 16.2%[0.0914 µM] | 0.5% | -7.1% | -32.5% | -11.6%
> O=C(O)c1cccc(NC(=O)c2cccc(S(=O)(=O)Nc3cccc([N+](=O)[O-])c3)c2)c1
  9.3% | ? | -0.4% | -5.1% | 16.7% | 8.3%[57.1 µM] | 3.8% | 8.4% | 1.2%
> C=CCn1c(NC(=O)c2ccccc2Cl)c(C#N)c2nc3ccccc3nc21
  ? | -10.9% | 9.7% | 15.8µM* | ? | ? | ? | -40.7% | 11.7%
> COc1cccc(Cn2c(CNS(=O)(=O)c3ccc(Cl)s3)nc3cccnc32)c1
  3.7% | -2.2% | 1.3% | -1.6% | 2.3%[57.1 µM] | -5.9%[57.1 µM] | 0.8% | 8.2% | -13.2%
> CCc1ccccc1NC(=O)c1cnc2sc(N3CCOCC3)nn2c1=O
  0.9% | -9.3% | 1.6% | -21.2% | 24.8%[57.1 µM] | 10.6%[57.1 µM] | 2.5% | -13.8% | 12.2%
> CCOC(=O)Cc1cnc(N)s1
  18.8% | 7.6% | 3.3% | -20.4% | 18.8% | 1.9% | 0.3% | -4.7% | 0.0%
> CC(C)Cn1c(N)c(C(=O)CSc2ncn[nH]2)c(=O)n(C)c1=O
  -0.9% | -6.0% | · | -2.4% | -15.4%[57.1 µM] | -10.6%[57.1 µM] | -3.7% | 6.5% | 13.3%
> CC(=O)c1ccc(-n2nncc2C(C)(C)C)cc1
  0.2% | 6.8% | -0.8% | -23.2% | 22.6% | 5.5% | 0.0% | -3.9% | 1.6%
> CC[C@@]12C(=O)N(c3ccc(OC)cc3)C(=O)N1[C@H](c1ccc(Cl)cc1)[C@@H]1C(=O)N(C3CCCCC3)C(=O)[C@@H]12
  6.4% | -23.1% | -0.4% | ? | 18.9%[57.1 µM] | -2.4%[57.1 µM] | -3.8% | -10.8% | 1.8%
> Cc1cc(C)n(C(=O)c2cc3c(s2)CCCC3)n1
  1.6% | -24.8% | 1.1% | -8.7% | -0.2%[57.1 µM] | -3.4%[57.1 µM] | -0.6% | 0.9% | 9.5%
> COc1ccc(NC(=O)CN2CCN(Cc3ccccc3)S2(=O)=O)c(OC)c1
  -4.0% | -22.9% | 0.0% | -27.9% | 12.9%[57.1 µM] | -0.7%[57.1 µM] | 0.0% | -24.5% | 14.8%
> COc1cccc(NC(=O)c2oc3ccccc3c2NC(=O)C2CCCCC2)c1
  -13.1% | ? | 0.7% | 1.8% | 2.9% | 5.2% | -1.2% | 27.4% | 10.3%
> CN(c1ncc(C(F)(F)F)cc1Cl)n1cc(C(=O)O)c2ccccc2c1=O
  3.0% | -3.1% | 2.8% | -3.6% | -0.2% | -3.9% | -12.4% | 33.8% | -0.9%
> CCNC(=O)n1nccc1C(C)Oc1cccc(C(F)(F)F)c1 (stereo not given)
  3.0% | 0.0% | -1.5% | -23.5% | 19.9% | 1.0% | 1.2% | -29.4% | 3.6%
> C/C(=N\NC(=O)c1ccn(C)n1)c1cccc(NC(=O)c2ccncc2)c1
  -19.0% | 8.8% | 1.3% | -8.4% | -2.9% | -6.7% | 0.4% | 9.1% | 4.7%
> CCOc1ccc(CC(=O)NCc2ccc3c(c2)cc(C)n3C)cc1
  1.0% | ? | -0.6% | -23.0% | 10.9%[57.1 µM] | 8.1%[57.1 µM] | -0.1% | 7.3% | 1.4%
> Fc1ccc(N/N=C/c2ccncc2)c(F)c1
  -11.0% | ? | -1.0% | -1.1% | -11.4% | -10.5% | -14.2% | 0.2% | 1.4%
> COc1ccc(-c2oc3ccc(-c4ccc(OC)nc4)cc3c2C#CC2(O)CCCCC2)cc1
  0.6% | -17.8% | 6.9% | ? | -22.9% | 73.7%[activator] | -0.6% | -14.2% | 12.0%
> CCCCCc1ccc(-c2cn(CCCOCc3ccccc3)nn2)cc1
  4.9% | 8.2% | -0.5% | ? | 6.4%&-13.4% | -3.7%&-11.3% | 2.4%&1.2% | -23.9% | 12.6%
> Cc1cc(C)nc(N2CCCC(C(=O)Nc3cc(F)ccc3C)C2)n1 (stereo not given)
  -1.6% | 8.8% | 1.6% | -14.9% | -4.8% | -3.7% | -0.9% | 12.9% | 0.9%
> Cc1ccc([N+](=O)[O-])cc1N=C1C(=O)Nc2ccccc21
  10.6% | 0.0% | -0.2% | -16.2% | 5.0% | -6.6% | -12.5% | -24.0% | -0.3%
> CC(C)(C)c1ccc(OCC(=O)N/N=C/c2ccc(N3CCOCC3)cc2)cc1
  2.1% | -3.9% | 3.3% | -17.9% | -3.3% | 9.3% | -2.2% | -3.1% | 2.0%
> COc1ccc(Nc2nc(-c3ccccc3O)nc3ccccc23)cc1
  5.2% | 17.0% | -0.8% | 0.2% | 20.6%[57.1 µM] | -23.5% | -3.3% | 27.5% | 5.4%
> COc1ccc(NC(=O)CN2C(=O)c3ccccc3S2(=O)=O)cc1S(=O)(=O)N1CCOCC1
  6.4% | -17.9% | 0.0% | -11.1% | -12.7% | -7.8% | 0.6% | -7.3% | 8.6%
> COc1ccc(NC(=O)c2sc3nc[nH]c(=O)c3c2C)cc1
  1.1% | -6.9% | -0.6% | ? | 11.8%[57.1 µM] | -2.4%[57.1 µM] | -2.5% | ? | -3.8%
> Cc1oc(-c2ccccc2Cl)nc1CN1CCCC1c1ccc(F)cc1 (stereo not given)
  1.2% | ? | 0.1% | -9.5% | -3.2% | -2.7% | -10.4% | 11.8% | -3.6%
> CCOC(=O)c1c(NC(=O)C2COc3ccccc3O2)sc2c1CC(C)(C)NC2(C)C (stereo not given)
  -13.6% | ? | -2.3% | -21.1% | -15.4% | -7.7% | -15.3% | 15.4% | 4.1%
> COc1ccc(NC(=O)c2sc(=S)[nH]c2N)cc1
  1.5% | ? | -2.9% | -6.2% | ? | -10.0% | 1.6% | ? | 5.0%
> O=C(NC1CCCC1)C(c1ccncc1)N(C(=O)Cc1cccs1)c1cccc(F)c1 (stereo not given)
  12.0% | -26.1% | 4.9% | ? | 18.2% | 6.1% | -4.4% | -10.3% | -19.1%
